Screening results: PubChem BioAssay, MTDP
RNase H inhibition: RNase H inhibition, HIV 1 Gag Pol polyprotein, FRET biochemical assay, screening (AID 372) | HIV-1 RT RNase H, FRET RNA/DNA substrate fluorescence; higher % means a stronger effect | one-dose inhibition, % at 10 µM; IC50 in µM for titrated hits | 100,000 compounds, 0.77% hits; in the data active means inhibition above about 50%
* hit, by the source's call; & = joins results of further samples. Only part of the results is shown; count on the stated rates, not on these rows.

molecule,RNase H inhibition
CCOC(=O)C1=C(c2ccccc2)S/C(=C2/C(=S)C(C)(C)N(C(C)=O)c3ccc(C)cc32)S1,24.0%
O=C(Nc1ccc2oc(-c3ccccc3Cl)nc2c1)c1cccc([N+](=O)[O-])c1,7.0%
N/C(=N\OC(=O)c1cccs1)c1ccccc1,0.0%
Nn1cnnc1N/N=C/c1ccc(O)cc1O,0.0%
CN(/N=C/c1ccc([N+](=O)[O-])cc1)C(=S)c1ccccc1,17.0%
CC(=O)CC(=O)Nc1ccc(Cl)c(C(F)(F)F)c1,0.0%
COc1cc(/C=c2\sc3nc4c(C)cccc4n3c2=O)cc(Br)c1OC,8.0%
CCc1ccc(C2C(C(=O)OCCOC)=C(C)NC3=C2C(=O)CC(c2ccccc2)C3)cc1 (stereo not drawn),3.0%
COc1ccc(/C=C2\C(=O)ON=C2c2ccccc2)c(OC)c1,17.0%
O=C(CN1CCCCCCC1)N/N=C/c1cccc(Cl)c1Cl,15.0%
Cc1cc(Br)cc2c(N=Nc3ccccn3)c(O)n(C)c12,6.0%
NC(=O)CSc1nc2ccc([N+](=O)[O-])cc2s1,1.0%
NC(=O)c1ccc(NC(=O)c2cccc(Cl)c2)cc1,9.0%
CCOc1cc(C(=O)NCc2ccncc2)cc(OCC)c1OCC,5.0%
Cn1cc(-c2nc(-c3ccccc3)c(-c3ccc(-c4ccccc4)cc3)[nH]2)c2ccccc21,34.0%
c1cc(CN2CCN(C3CCCCCC3)CC2)ccn1,20.0%
Cc1cc(C)c(S(=O)(=O)NC(=O)C23CC4CC(CC(C4)C2)C3)c(C)c1,2.0%
CCOC(=O)C1=C(C)OC(N)=C(C#N)C1c1ccc(C(C)C)cc1 (stereo not drawn),0.0%
COc1cc(OC)c(NC(=O)c2cccc(C)c2)cc1Cl,9.0%
CC(=O)c1ccc(NC(=S)NC(=O)c2ccc(C)c(C)c2)cc1,13.0%
COCCOC(=O)C1=C(C)NC2=C(C(=O)CC(c3ccc(Cl)cc3)C2)C1c1ccc(O)c(OC)c1 (stereo not drawn),8.0%
O=C(Nc1nnc(CSCc2ccc(F)cc2)s1)Nc1ccc(Cl)cc1Cl,41.0%
COc1ccc(N2C(=O)NC(=O)/C(=C/c3ccc(I)o3)C2=O)cc1,11.0%
O=C(Nc1ccc(Br)cn1)c1cccc(Cl)c1,7.0%
Cc1ccc(C(=O)N/C(=C\c2cccc([N+](=O)[O-])c2)C(=O)Nc2ccc(C)cc2C)cc1,11.0%
CCc1nc(-c2cc(OC)c(OC)c(OC)c2)no1,0.0%
O=C(c1ccc(Br)cc1)N(Cc1ccccc1)c1cccc([N+](=O)[O-])c1,16.0%
CCc1ccc(/C=C(/C#N)c2nc3ccc(C)cc3[nH]2)cc1[N+](=O)[O-],32.0%
CC(=O)c1ccc(N=Cc2cccc(O)c2O)cc1,25.0%
CC(C)(C)c1ccc(OCCN2CCOCC2)cc1,0.0%
Cc1cc(NC(=O)c2ccc(-c3ccccc3)cc2)no1,0.0%
CCCCCOc1ccc(/C=N\Nc2nc(-c3ccccc3)cc(-c3ccccc3)n2)cc1,8.0%

Quoted at random: three records from the list.
molecule,RNase H inhibition
COc1cc(/C=c2\sc3nc4c(C)cccc4n3c2=O)cc(Br)c1OC,8.0%
COc1ccc(/C=C2\C(=O)ON=C2c2ccccc2)c(OC)c1,17.0%
Nn1cnnc1N/N=C/c1ccc(O)cc1O,0.0%

New compounds follow
molecule,RNase H inhibition
CCOc1cc(C(=O)NC(=S)Nc2cccc([N+](=O)[O-])c2)cc(OCC)c1OCC,24.0%
Cc1cc(C=C2C(=O)OC(C)(C(C)(C)C)OC2=O)c(C)n1-c1ccc(C(=O)O)cc1 (stereo not drawn),11.0%
CCC(C)C(NS(=O)(=O)c1ccc(C)cc1)C(=O)Oc1ccc2c3c(c(=O)oc2c1)CCC3 (stereo not drawn),35.0%
CCN(CC)C(=O)c1cccc(-c2ccc(OC(C)=O)cc2)c1,18.0%
O=[N+]([O-])c1c(NCCO)cc(N2CCCCC2)c2nonc12,12.0%
CC(=O)c1ccc(N(C(C)=O)C2=C(N3CCCCC3)C(=O)c3ccccc3C2=O)cc1,13.0%
CCOC(=O)c1c(NC(=O)/C=C/c2cccc([N+](=O)[O-])c2)sc2c1CCC2,17.0%
COc1ccccc1C(=O)Nc1c(C)cc(Br)cc1C,8.0%
Cc1ccc(C2CC(C(F)(F)F)n3ncc(C(=O)N(Cc4ccccc4)Cc4ccccc4)c3N2)cc1 (stereo not drawn),2.0%
CC(C)(C)c1ccc(-c2nn(CNc3ccc(Br)cc3)c(=S)o2)cc1,0.0%
CC(C)CNC(=O)c1ccc(Br)o1,3.0%
O=C(N/N=C1/CCCc2ccccc21)c1cccc([N+](=O)[O-])c1,8.0%
Cc1ccccc1NC(=O)/C(C#N)=C/c1cc(C)n(-c2ccc(Cl)cc2)c1C,0.0%
COc1cccc(C=Nc2ccc(Cl)c(Cl)c2)c1O,19.0%
CC1(C)CC(=O)C(C=NCCc2cccc(Cl)c2)=C(O)C1,8.0%
O=C(c1cccc(F)c1)N1CCN(Cc2ccccn2)CC1,8.0%
CN(/N=C/c1ccccc1F)c1nc(-c2ccccc2)cc(-c2ccccc2)n1,9.0%
COc1ccc(S(=O)(=O)N2C(=O)/C(=C3\SC(N)=NC3=O)c3ccccc32)cc1,22.0%
O=C(Nc1ccc(N2CCOCC2)c(Cl)c1)c1ccc(Cl)cc1[N+](=O)[O-],2.0%
C=C(C)Cn1c(SCC(=O)O)nnc1-c1ccc([N+](=O)[O-])cc1,2.0%
CC(=O)Nc1cccc(NC(=O)c2ccccc2[N+](=O)[O-])c1,11.0%
CCN1C(=O)/C(=C\c2ccc(OCCCOc3ccccc3)cc2)SC1=S,16.0%
Cc1ccc(N(CC(=O)N/N=C/c2cccc(Cl)c2)S(=O)(=O)c2ccc(F)cc2)cc1,13.0%
CCOC(=O)C1=C(C)N=c2s/c(=C\c3ccc(OC)cc3OC)c(=O)n2C1/C=C/c1ccccc1 (stereo not drawn),8.0%
O=[N+]([O-])c1ccc(N2CCN(S(=O)(=O)c3ccccc3)CC2)cc1N1CCOCC1,0.0%
COc1cc(/C=C2/C(=O)NC(=O)N(C)C2=O)cc(Cl)c1O,10.0%
CC(=O)C1=C(O)C(=O)N(C)C1c1ccccc1[N+](=O)[O-] (stereo not drawn),8.0%
COc1cccc(C=NN2CCN(c3ccccn3)CC2)c1O,0.0%
FC(F)(F)c1ccccc1-n1ncnc1-c1ccc(Cl)cc1,8.0%
COc1ccc(C(=O)Nc2ccc3oc(-c4ccc(N(C)C)cc4)nc3c2)cc1,10.0%
CC1(C)NC(=O)N(CC(O)COc2ccc(Cl)cc2)C1=O (stereo not drawn),3.0%
CC1=NN(c2ccccc2)C(=O)/C1=C\c1cn(CCC#N)nc1-c1ccc(Br)cc1,4.0%
COc1ccc(/C(C)=N/NC(=O)C(O)c2ccccc2)cc1[N+](=O)[O-] (stereo not drawn),6.0%
O=C(CSc1nnc2c(n1)[nH]c1ccccc12)N1c2ccccc2Sc2ccccc21,26.0%
CCOc1cc(/C=C(/C#N)C(=O)Nc2cccc(Br)c2)cc(Cl)c1OCC(=O)O,2.0%
Nc1cc(-c2nc3ccccc3s2)ccc1Cl,12.0%
O=c1c2ccccc2nc2n1CCS2,6.0%
O=C(Nc1nccs1)c1cccc(NC(=O)c2ccco2)c1,0.0%
CC(C)c1ccccc1NS(=O)(=O)c1ccccc1,7.0%
O=C(c1ccc([N+](=O)[O-])cc1)N1CCN(Cc2cccc(Br)c2)CC1,0.0%

Ordered by molar mass (smallest number first): part of the list above
molecule,RNase H inhibition
O=c1c2ccccc2nc2n1CCS2,6.0%
COc1ccc(/C(C)=N/NC(=O)C(O)c2ccccc2)cc1[N+](=O)[O-] (stereo not drawn),6.0%
O=C(c1ccc([N+](=O)[O-])cc1)N1CCN(Cc2cccc(Br)c2)CC1,0.0%

Next part.
molecule,RNase H inhibition
CN1C(=O)/C(=C\c2ccc([N+](=O)[O-])cc2)SC1=S,40.0%
O=C(N/N=C\c1cccs1)c1n[nH]c2c1CCCC2,3.0%
O=C(Cc1ccccc1)NC(c1ccco1)c1ccc2cccnc2c1O (stereo not drawn),10.0%
COCCNC(=O)c1ccc(CN2CCOCC2)cc1,5.0%
Clc1ccc(Sc2c(-c3ccccc3)nc3sccn23)cc1,23.0%
Cc1ccc(N2C(=O)/C(=C/c3ccccc3)SC2=S)cc1C,8.0%
O=C(CN(c1ccc(Cl)cc1Cl)S(=O)(=O)c1ccccc1)Nc1ccc(I)cc1,26.0%
COc1ccc(CN2CCC(O)CC2)cc1OC,10.0%
CC1(C)Cc2c(sc(NC(=O)Nc3ccccc3)c2C(N)=O)CO1,7.0%
Cn1c2ccccc2c2cc(C(O)(CC(=O)c3ccccc3)C(F)(F)F)ccc21 (stereo not drawn),13.0%
C=C(C)CN1CCN(c2c3c(c(C#N)c4nc5ccccc5n24)CCC3)CC1,5.0%
COc1ccccc1NC(=O)c1c(NC(=O)c2ccco2)sc2c1CCCC2,26.0%
Cc1ccc(N2C(=O)/C(=C\c3ccc(C)o3)SC2=S)cc1,19.0%
COc1ccc(C(C)=O)cc1N1C(=O)C2C3C=CC(C3=C(C)C)C2C1=O (stereo not drawn),6.0%
COc1ccc(N(C(C)C(=O)N/N=C/c2ccc(OC(C)C)cc2)S(C)(=O)=O)cc1 (stereo not drawn),15.0%
CC(=O)Nc1ccc(NC(=S)NC(=O)c2ccc(-c3ccccc3)cc2)cc1,0.0%
COc1c(Cl)cc(C(=O)Nc2ccc(O)c(-c3nc4cc(C)ccc4o3)c2)cc1Cl,12.0%
Cc1cc(C)c(C(=O)Nc2cccc(C(=O)Nc3ccccc3Cl)c2)c(C)c1,9.0%
CCCCCCCCC(=O)N/N=C(\C)c1ccccn1,10.0%
O=C(NN1C(=O)/C(=C\c2ccccn2)SC1=S)c1ccccc1,6.0%
CCOC(=O)C(=CNc1ccc2c(c1)OCO2)C(=O)OCC,0.0%
COc1ccc(/C=N/NC(=O)CSc2nnc(C)n2-c2ccccc2)c(OC)c1OC,3.0%
COc1ccc(C2=NN(CN3C(=O)C(=O)c4ccccc43)C(c3ccccc3)C2)cc1 (stereo not drawn),14.0%
Cc1cc(NC(=O)c2cc(-c3ccc(C)o3)nc3ccccc23)no1,6.0%
CCOC(=O)CC(O)(c1ccccc1)C(F)(F)C(F)F (stereo not drawn),6.0%
CCN(CC)CCOC(=O)c1ccc(NC(=O)c2c(O)c3ccccc3n(CC)c2=O)cc1,10.0%
Fc1cccc(F)c1CN1CCN(Cc2ccc3c(c2)OCO3)CC1,0.0%
CO/N=C(/C(=N/OC)c1ccccc1)c1ccccc1,0.0%
O=S(=O)(Cc1ccccc1)c1nc2ccccc2n1Cc1ccc(Cl)cc1,8.0%
O=C(c1ccccc1)N1CCN(Cc2cccc([N+](=O)[O-])c2)CC1,7.0%
O=C(NC(=S)Nc1ccc(-c2nc3ncccc3o2)cc1)c1cccc(F)c1,32.0%
CCOC(=O)c1c(NC(=O)COc2ccc(Br)c(C)c2)sc2c1CCC2,23.0%
COc1ccc(Nc2nc(Nc3ccc([N+](=O)[O-])cc3)nc(OC)n2)cc1,47.0%
COc1ccc(S(=O)(=O)N2CCN(C(=O)c3cccc(F)c3)CC2)cc1,12.0%
O=C(NC1CCS(=O)(=O)C1)c1ccc(Br)cc1 (stereo not drawn),7.0%
Cc1cccc(NC(=O)c2c(NC(=O)c3cccnc3)sc3c2CCC3)c1,20.0%
CC1(c2ccccc2)CC(C)(C)N(C(=O)COc2ccc(Cl)cc2Cl)c2ccccc21 (stereo not drawn),9.0%
Cc1ccc(Nc2cc(Oc3ccc(C(C)(C)C)cc3)c3noc4c3c2C(=O)c2ccccc2-4)c(C)c1,10.0%
CCCc1cc(=O)n2[nH]c(-c3ccccc3)cc2n1,6.0%&8.0%
Cc1ccc(-c2nc3cc(Cl)cc(Cl)c3o2)cc1NC(=O)COc1ccccc1,16.0%
Cc1ccc(NC(=O)c2c(C(=O)O)cccc2[N+](=O)[O-])c(Br)c1,3.0%
O=C(Nc1ccccc1)c1cc(S(=O)(=O)N2CCCCC2)ccc1Cl,3.0%
Brc1ccc2ncnc(NCc3ccco3)c2c1,6.0%
O=C(Nc1ccc2oc(-c3cccc(Cl)c3)nc2c1)c1ccc2c(c1)OCCO2,37.0%
O=C(Nc1c(Cl)cccc1Cl)C1C2CC/C=C\CC/C=C/CCC21 (stereo not drawn),10.0%
O=C(NN=C1CCCC1)c1ccc(Oc2ccc(C(=O)NN=C3CCCC3)cc2)cc1,3.0%
COc1ccccc1OCCOc1ccc(C)cc1Br,10.0%
COC(=O)c1ccccc1NC(=O)c1ccccc1,14.0%
CC1=C(C(=O)OCCOC(C)C)C(c2cccc(Cl)c2Cl)C2=C(CCCC2=O)N1 (stereo not drawn),10.0%
CCOc1cccc(C=NN2CCN(Cc3ccc(C)cc3C)CC2)c1O,16.0%
COc1ccc(C2NN=C(c3ccc(C)cc3)S2)cc1OC (stereo not drawn),12.0%
CC(C)c1ccc(/C=C/C(=O)Nc2cccc(Cl)c2Cl)cc1,0.0%
O=C(NCc1ccccc1)N1CCOCC1,3.0%
c1ccc(OCCSc2nc3ccccc3o2)cc1,7.0%
c1ccc(-c2nc3ccccc3nc2-c2cccs2)cc1,10.0%
O=C(Nc1ccccc1Cl)c1ccccc1C(F)(F)F,0.0%

Going on with the list:
molecule,RNase H inhibition
CCCC(=O)Nc1ccc(NC(=S)NC(=O)c2ccco2)cc1,0.0%
O=C(NC(=S)Nc1ccc2oc(-c3cccc(Br)c3)nc2c1)c1cccc(Cl)c1,17.0%
CCOc1ccccc1C1C(C(=O)OCc2ccccc2)=C(C)NC2=C1C(=O)CCC2 (stereo not drawn),13.0%
Cc1ccc(NC(=O)CN(c2cccc(Cl)c2Cl)S(=O)(=O)c2ccccc2)cc1C,30.0%
